Source: PubChem BioAssay (The Scripps Research Institute Molecular Screening Center)
TTR transcr act: activators of transthyretin transcription. SH-SY5Y TTR promoter Gaussia luciferase, luminescence; 100% = recombinant luciferase protein wells. activation, % at 16.7 µM. 92,000 tested, 1.3% active. AID 1117267;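 active = activation above the mean of all tested compounds plus 3 SD, cut at about 9.5% in these data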;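 also: cells exposed to compounds for one day before reading; 0% = median of all test compound wells on the plate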
The depositor's hits bear a star. These rows are one share of the data; count on the stated rates, not on these rows.

SMILES	TTR transcr act
Nc1ccccc1SC(CC(=O)c1ccccc1)c1ccc([N+](=O)[O-])cc1 (stereo not drawn)	-3.2
Cc1cccc(-c2n[nH]nc2C2=CC(=O)CC(C)(C)C2)c1	-1.0
O=C(NCCc1ccccc1)OCc1cn(-c2cccc(F)c2F)nn1	-1.6
Cc1nc(N2CCC(C(N)=O)CC2)c2c(-c3cccs3)csc2n1	0.4
COc1ccc(CN2CCC(=O)NC2=O)cc1	2.4
O=C(O)CCc1nn2c3ccccc3nc2n(CCN2CCCCC2)c1=O	1.6
Cc1cc(C)n2nc(C(=O)Nc3nnc(C4CC4)s3)nc2n1	3.4
Cn1c(NC(=O)c2cc(Br)ccc2Cl)cc(=O)n(C)c1=O	0.1
O=C(CCCn1c(=O)c2ccccc2n(Cc2ccccc2)c1=O)NCc1ccco1	1.2
O=C(NC1CCCC1)c1cc(Cl)ccc1[N+](=O)[O-]	4.7
CCOc1ccccc1NC(=S)N(CCOC)C1CCN(C(C)=O)CC1	2.1
CCP(=O)(c1cccc([N+](=O)[O-])c1)c1cccc([N+](=O)[O-])c1	-1.1
O=C(Cn1nnc2ccccc21)Nc1ccc(Cl)cn1	-0.2
O=[N+]([O-])c1ccc(N2CCOCC2)c(S(=O)(=O)N2CCOCC2)c1	2.0
Cc1ccc(C(=O)NC(=S)NCC2CCCO2)cc1 (stereo not drawn)	8.7
CCOC(=O)CC1(c2ccc(OC)c(OC)c2)C(=O)c2ccccc2C1=O	-0.6
CC(C)(C)c1ccc(CN2C(=O)CSC2=O)cc1	0.6
CC(=NNC(=S)N1CC2CCC(CC2)C1)c1ccncn1	0.7
O=C(CSc1nnc2sc3ccccc3n12)NCc1ccc2c(c1)OCO2	3.4
Cc1cccn2c(=O)c(C=O)c(N3CCN(C)CC3)nc12	2.3
O=c1cc(-c2ccc(O)cc2)oc2c(O)c(O)c(O)c(O)c12	0.2
COc1ccccc1CNC(=O)CN(C)CC(=O)Nc1ccccc1Br	3.6
CCOC(OCC)P(=O)(CNC(c1ccccc1)(c1ccccc1)c1ccccc1)OCC (stereo not drawn)	4.1
NS(=O)(=O)c1cccc(NC(=O)COC(=O)COc2ccc3ccccc3c2)c1	-1.2
C/C=C(\C)C(=O)O[C@@H]([C@H](O)c1cc2ccc(=O)oc2cc1OC)C(C)(C)O	-2.1
CN(C(=O)c1cccc(NC(=O)Cc2ccc(NC(=O)C3CCCN(C(=O)C4CCCCC4)C3)cc2)c1)C1CCC1 (stereo not drawn)	0.2
Cc1coc2cc3oc(=O)c4c(c3cc12)CCCC4	0.0
CCCCCCNCCn1cnc2c(N)ncnc21	-1.2
CNc1nc(NCc2ccccc2)c2ccccc2n1	-0.2
COc1cc(/C=C/C(=O)O)ccc1S(=O)(=O)N1CCCc2ccccc21	0.6
O=C(CCN1C(=O)/C(=C/c2ccccc2Cl)SC1=S)Nc1ccccn1	-1.1
O=C(c1ccc2ccccc2c1O)N1CCCCC1	0.0
CCOC(=O)c1ccc(S(=O)(=O)N2CCN(C(=O)CSc3nc4ccccc4o3)CC2)cc1	-1.9
COCC(C)n1c(C)cc(C(=O)CN2C(=O)NC(Cc3c[nH]c4ccccc34)C2=O)c1C (stereo not drawn)	-0.7
NC(=O)c1nc(C(=O)N2CCCCC2)c2ccccc2n1	0.2
CC(C)(C)NC(=O)c1ccc2nccnc2c1	-0.6
CCN(CC)c1nc(OCCNC(=O)Nc2ccccc2)nc(N(CC)CC)n1	1.9
CCCCC1=CC2=CC(=O)C(C)(OC(=O)CC)C(=O)C2=CO1 (stereo not drawn)	0.3
CC(=O)Nc1ccc(-c2csc(Nc3ccc(S(N)(=O)=O)cc3)n2)cc1	-2.7
O=C(CCCN1C(=O)/C(=C/c2cccs2)SC1=S)NNC(=O)c1ccncc1	6.6

Grouped by structure, the entries above with an NH in an aromatic ring (2)
SMILES	TTR transcr act
Cc1cccc(-c2n[nH]nc2C2=CC(=O)CC(C)(C)C2)c1	-1.0
COCC(C)n1c(C)cc(C(=O)CN2C(=O)NC(Cc3c[nH]c4ccccc34)C2=O)c1C (stereo not drawn)	-0.7

Further structures:
SMILES	TTR transcr act
CS(=O)(=O)N1CCN(Cc2ccc(C(F)(F)F)cc2)CC1	-1.0
O=C1CC(C(=O)NCc2ccccc2)N=C(N2CCCCC2)N1 (stereo not drawn)	3.3
O=[N+]([O-])c1cccc(C=NNC(=S)NC23CC4CC(CC(C4)C2)C3)c1	0.3
CC1CCN(CCn2c(=S)[nH]c3cc4c(cc3c2=O)OCO4)CC1	5.3
Cc1cccc(-n2c(-c3ccc(Br)o3)n[nH]c2=S)c1	2.1
CN(C)c1ccc(C(=O)OCc2ccccc2)cc1	2.5
Cc1ccc(NC(=O)CSc2nnc(-c3cnccn3)n2-c2ccccc2)cc1	-2.0
Cc1cc(C(=O)OCCN2C(=O)c3ccccc3C2=O)c2ccccc2n1	-1.6
CCn1c(SCC(=O)Nc2ccccc2)nnc1-c1ccc(S(=O)(=O)N2CCOCC2)cc1	-0.1
Cc1cc(C(=O)N2CCN(c3ccccn3)CC2)no1	-0.7
CC1(C)CC(=O)C(C=NCCN2CCN(C(=O)c3ccccc3)CC2)=C(O)C1	1.9
O=C(O)c1ccc(N/N=C/c2ccc(-c3cc(Cl)ccc3Cl)o2)cc1	-0.1
Cc1ccc(CN2CCCCC(NC(=O)C(C)(C)C)C2=O)cc1 (stereo not drawn)	-1.3
COc1ccc(C(=O)Nc2cccc(C(=O)Nc3cc(C)ccn3)c2)cc1	-0.8
CCOc1ccc(C(=O)Nc2ccccc2N2CCCC2)cc1	-0.7
O=S(=O)(c1ccc(N2CCN(c3ccc(F)cc3)CC2)cc1)N1CCCC1	-1.8
COc1cccc(C(=O)NCC2CCN(c3ccc(S(=O)(=O)N4CCOCC4)cc3)CC2)c1	-0.4
CCOC(=O)c1ccc(NC(=O)CSC(=S)N2CCOCC2)cc1	0.4
COc1ccccc1NC(=O)CSc1nncn1N	1.1
CCCCCC(=O)Nc1ccc(C(=O)CN2C(=O)NC3(CCCCCC3)C2=O)cc1	-2.4
CCOC(=O)c1ccc(NC(=O)COC(=O)c2cccc(Oc3ccccc3)c2)cc1	-0.3
CCOC(=O)COc1ccc2c(c1)c(C(C)=O)c(C)n2-c1ccc(OC)cc1	0.6
N#Cc1sc2nc(-c3cccs3)cc(-c3ccc(F)cc3)c2c1N	2.7
Cc1cc(C(=O)N/N=C/C(Cl)=C/c2ccccc2)c(C)o1	-2.5
CC(C)CN1CCC(=O)N(CCC#N)CC1	0.5
O=C(Cc1c(F)cccc1Cl)NNC(=O)c1ccncc1	0.0
O=C(OCC(=O)N1CCCC1)c1cc([N+](=O)[O-])ccc1Cl	-0.9
CCOC(=O)COc1ccccc1/C=C1/NC(=O)NC1=O	-1.4
O=C(N/C(=C/c1cccnc1)C(=O)N1CCOCC1)c1ccccc1Cl	-1.2
COC(=O)c1ccccc1C(=O)N(Cc1cccnc1)CC1CCCN(C2CCCCC2)C1 (stereo not drawn)	4.1
COc1ccc(Cn2cnc3c4cc(F)ccc4n(C)c3c2=O)cc1	-1.4
O=C(NC(=S)NCc1ccco1)c1ccccc1	-1.1
O=S1(=O)c2ccc(Br)cc2OC[C@@H](Cc2ccccc2)N1Cc1cn(Cc2ccco2)nn1	0.1
CC(C)NC(=O)c1cc(C(=O)c2cc(Cl)ccc2O)coc1=N	-1.8
Cc1ccc(Nc2c(-c3ccc(N4CCOCC4)cc3)nc3ncccn23)cc1	1.4
CC1CCCN(CCCNC(=O)c2ccc(CS(=O)(=O)c3c(Cl)cccc3Cl)o2)C1 (stereo not drawn)	-0.5
CCCSc1cc(=O)n(-c2ccccc2)nc1C(=O)O	0.3
Cc1sc(NC(=O)CSc2nc(N)n(CC(=O)c3ccccc3)n2)c(C#N)c1C	-4.9
O=C(Nc1ccc([N+](=O)[O-])cc1)C1C(c2ccccc2)=C1c1ccccc1	1.8
COc1ccc(N=C2NC(=O)/C(=C\C=C\c3ccccc3)S2)cc1	-0.8
O=S1(=O)CCSC[C@@H](CNCc2ccco2)N1	-1.2
COc1ccc(NC(=O)CN2CCN(c3ccccc3F)CC2)cc1	-0.4
COCCNC(=O)c1cc2sccc2n1C	-2.0
CN(Cc1ccc(F)cc1)C(=O)CNC(=O)c1cccs1	-0.4
COc1ccc(OC)c(-n2c(SCC(=O)NCC3CCCO3)nc3ccccc3c2=O)c1 (stereo not drawn)	0.7
Cc1cccc(NC(=O)C(C)SCc2nc3sc(C)c(C)c3c(=O)[nH]2)n1 (stereo not drawn)	0.2
CN(C)c1ccc2c(O)cc(=O)n(C)c2c1	2.0
C/C(=N\Nc1ccc(S(N)(=O)=O)cc1[N+](=O)[O-])c1ccco1	-2.9
CCOC(=O)c1cnn(-c2nc3c(C)cccc3s2)c1C	1.0
O=C(N/N=C/c1cc2cc3c(cc2nc1Cl)OCO3)c1ccncc1	0.4
N#Cc1ccc(CSc2nnc(NC(=O)c3ccc(=O)[nH]c3)s2)cc1	0.8
CCCc1nc2sc3ccccc3c(=O)c2c(=O)n1Cc1ccccc1	-0.6
CCN1CCN(CC(=O)c2cc(Cl)ccc2Cl)CC1	-0.6
CCN(c1ccc(NC(=O)COC(=O)c2ccc(S(=O)(=O)N3CCCC3)cc2)cc1)C(C)C	-0.4
CCOC(=S)SCc1cn2cccc(C)c2n1	0.0
CC(C)c1ccc(NC(=O)c2cc(S(=O)(=O)N3CCCC3)c[nH]2)cc1	-2.7
Cc1cc(C)n2nc(C(=O)Nc3ccc(N4CCOCC4)cc3)nc2n1	-0.7
CCCCCC(=O)N1CCN(CCN=CC2=C(O)CC(c3ccc(OC)c(OC)c3)CC2=O)CC1 (stereo not drawn)	-0.4
O=C(NCc1ccccn1)C(=O)Nc1cccc2ccccc12	1.2
Cc1cc(NC(=O)COc2ccc(F)c(Cl)c2)no1	0.8

Not a retest: entries from further up.
SMILES	TTR transcr act
O=C(NCc1ccccn1)C(=O)Nc1cccc2ccccc12	1.2
Cc1cc(NC(=O)COc2ccc(F)c(Cl)c2)no1	0.8

The list goes on:
SMILES	TTR transcr act
CC(=O)N1CCN(C(=O)CCNC(=O)c2ccc(Br)cc2)CC1	0.6
CC1=CC(C)(C)N(C(=O)c2ccccc2)c2ccc(C)cc21	-3.5
CC(C)OC(=O)N(C)C[C@H]1OCc2cnnn2CCCC(=O)N([C@H](C)CO)C[C@@H]1C	0.8
CCOC(=O)C1CCN(S(=O)(=O)c2ccc(-n3cnnn3)c(C)c2)CC1	0.0
Cc1ccc(C(=O)O)cc1-c1ccc(/C=C2/NC(=O)N(c3ccccc3)C2=O)o1	-1.2
COC(=O)C1=C(C)NC(=O)NC1c1ccc(OC(=O)c2ccco2)cc1 (stereo not drawn)	0.2
CCCCN(CCNP(=O)(OCC)OCC)CP(=O)(OCC)OCC	-0.7
COc1ccc(C)cc1NC(=O)CN1C(=O)COc2ccc(S(=O)(=O)N3CCCCCC3)cc21	0.5
O=S(=O)(Cc1ccccc1)Nc1ccccc1Br	0.3
COCCN(C(=S)Nc1cccc(OC)c1)C1CCN(C(C)C)CC1	0.3
O=C(Nc1ccccc1)N1CCSc2ccccc21	0.8
O=C(O)/C=C/C(=O)Nc1ccc(C(=O)c2ccccc2)cc1	0.5
CC1Cc2ccccc2N1C(=O)C1CCCCN1S(=O)(=O)c1ccccc1 (stereo not drawn)	-1.1
COc1cc(O)c(C(CC(=O)N2CC(C)OC(C)C2)c2ccc3c(c2)OCO3)c(OC)c1 (stereo not drawn)	0.5
CC(=O)N(CN1C(=O)c2ccc([N+](=O)[O-])cc2C1=O)c1cccc(C(=O)O)c1	1.5
CCCc1nc(SCC(=O)c2ccc(F)cc2)c2ccccc2n1	-0.6
COc1ccc(C(=O)NCCn2cc(SCC(=O)NCc3ccco3)c3ccccc32)cc1	-0.2
CCN1C[C@@H]2[C@@H]3C(=O)N(Cc4ccccc4)C(=O)[C@@H]3[C@](C)(C(=O)OC)N2C1=NC1CCCCC1	25*
CCOC(=O)C1CCCN(Cc2cc(OC)c(O)c(OC)c2)C1 (stereo not drawn)	25*
CNC(=O)c1c(NC(=O)c2ccc(S(=O)(=O)N3CCCC3)cc2)sc2c1CCN(C(C)C)C2	-1.9
CCOC(=O)c1c(-c2ccc(C)o2)csc1NC(=O)CN1CCOCC1	-0.4
CCOC(=O)N1CCN(C(=O)c2ccc3nc4ccc(Cl)cc4c(=O)n3c2)CC1	0.0
O=C1CCC/C=C\C[C@@H](CC(=O)N(CCO)Cc2ccccc2)C(=O)N[C@H](c2ccccc2)CO1	2.0
Cc1ccc(S(=O)(=O)NC(=O)c2ccccc2F)cc1	-1.2
CCC(CC)NC(=O)O[C@H]1CC[C@@]23CCCN2C(=O)CCC[C@H]3[C@H]1C	2.0
CN(/N=C/c1ccncc1)c1cnc2ccccc2n1	-1.7
O=C(OCc1c(-c2ccccc2)ncc2ccccc12)c1ccc(Cl)cc1Cl	0.7
COC(=O)c1cc(=O)n(Cc2ccc(F)cc2)c(=NCc2ccc(F)cc2)s1	-0.8
O=C(Cc1ccc(NC(=O)C2CCCN(C(=O)C3CCCC3)C2)cc1)Nc1cccc(C(=O)N2CCCC2)c1 (stereo not drawn)	-0.6

Fetched one by one from the list above:
SMILES	TTR transcr act
O=C(OCc1c(-c2ccccc2)ncc2ccccc12)c1ccc(Cl)cc1Cl	0.7
COC(=O)c1cc(=O)n(Cc2ccc(F)cc2)c(=NCc2ccc(F)cc2)s1	-0.8
CCC(CC)NC(=O)O[C@H]1CC[C@@]23CCCN2C(=O)CCC[C@H]3[C@H]1C	2.0
Cc1ccc(S(=O)(=O)NC(=O)c2ccccc2F)cc1	-1.2
CCOC(=O)c1c(-c2ccc(C)o2)csc1NC(=O)CN1CCOCC1	-0.4

Some values from the results shown:
CCOC(=O)N1CCN(C(=O)c2ccc3nc4ccc(Cl)cc4c(=O)n3c2)CC1 @ TTR transcr act = 0.0
CCC(CC)NC(=O)O[C@H]1CC[C@@]23CCCN2C(=O)CCC[C@H]3[C@H]1C @ TTR transcr act = 2.0
O=C1CCC/C=C\C[C@@H](CC(=O)N(CCO)Cc2ccccc2)C(=O)N[C@H](c2ccccc2)CO1 @ TTR transcr act = 2.0
O=C(OCc1c(-c2ccccc2)ncc2ccccc12)c1ccc(Cl)cc1Cl @ TTR transcr act = 0.7
